Hsp70 displacement – Hsp70 inhibitors, probe displacement, primary screen, biochemical, fluorescence polarization (AID 583). Heat shock 70 kDa protein 1A (Homo sapiens). Hsp70 fluorescence polarization probe displacement, mP; higher % means a stronger effect. displacement, % at 20 µM, or IC50 in µM where a hit was titrated. hit rate 0.06% among 140,000; in the data active means displacement above about 50%;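 further: plate controls were vehicle for no effect and reference ligand for full effect; a part of the inactive calls stands beside numbers as strong as those of hits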
Rat MKP-3 inhibitors – MKP-3 phosphatase inhibitors, primary screen, biochemical, rat enzyme, in vitro (AID 425); Dual specificity protein phosphatase 6 (Rattus norvegicus); recombinant MKP-3 phosphatase activity, fluorescence; higher % means a stronger effect; inhibition, % at 20 µM, or IC50 in µM where a hit was titrated; hit rate 0.17% among 110,000; in the data active means inhibition above about 50%;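 further: plate controls were vehicle for no effect and reference inhibitor for full effect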
* = called active by the depositor; x = not tested or not shown; & = joins results of further samples. A portion of the library, so the mix of outcomes need not match the whole.

SMILES | Hsp70 displacement | Rat MKP-3 inhibitors
CC(=O)NC(Cc1ccc(C)cc1)C(=O)NC1CCN(C(=O)c2cnccn2)CC1 (configuration not stated) | 4.7% | -2.1%
CCOC(=O)c1cnn(-c2ccccc2)c1NC(=O)c1cccc(F)c1 | -1.6% | 3.8%
CNC(=O)c1ccc(CN2CCc3ccccc3C2)cc1 | -3.5% | 2.0%
Cc1ccccc1NC(=O)c1c(NC(=O)c2ccc([N+](=O)[O-])cc2)sc2c1CCC2 | -1.4% | 5.9%
Cc1cc(Nc2cc(Cl)cc(Cl)c2)n2ncnc2n1 | -2.3% | 3.6%
COCCNc1cc(C)nc2ccccc12 | 2.2% | -5.6%
O=C(O)CCCCCN1C(=O)C(=O)/C(=C(/O)c2ccc(Cl)cc2)C1c1ccccc1[N+](=O)[O-] (configuration not stated) | -1.2% | 3.0%
COc1ccc(C(=O)Nc2ccc(OC)c(OC)c2)c(OC)c1 | 2.9% | -4.8%
CSc1ncccc1C(=O)OCn1nnc2ccccc2c1=O | 2.2% | -13.8%
O=C1CC(c2ccccc2)CC(O)=C1C=NCCc1ccccc1 (configuration not stated) | 1.8% | 1.3%
CN(C)c1ccnc2sc3c(=O)n(-c4ccc(Cl)cc4)cnc3c12 | 6.4% | x
CC(=O)Nc1ccc(N=Cc2ccc(Cl)c([N+](=O)[O-])c2)cc1 | -0.7% | 5.6%
CCOc1ccc(NC(=O)N2CCC(NC(=O)C(Cc3ccc(OC)c(OC)c3)NC(C)=O)CC2)cc1 (configuration not stated) | -2.1% | x
O=[N+]([O-])c1cccc(N/C(=N/S(=O)(=O)c2ccc(Cl)cc2)c2ccccc2)c1 | 2.2% | -5.5%
COc1ccc(C2N(c3ccc(F)cc3)C(=O)C3CCCN32)cc1 (configuration not stated) | -2.9% | -12.8%
O=C(NCc1ccc2c(c1)OCO2)C1CCN(C(=O)Nc2ccc(Cl)cc2)CC1 | 1.9% | -18.0%
COc1ccc(S(=O)(=O)N2CCC(C(=O)NCCC3=CCCCC3)CC2)cc1OC | 1.8% | -7.6%
Cc1cccc(N2C(=O)C(=O)/C(=C(/O)c3ccccc3)C2c2ccccc2)n1 (configuration not stated) | 1.2% | 2.3%
COc1ccc(S(=O)(=O)N2CCCC(C(=O)N3CCCCCC3)C2)cc1 (configuration not stated) | 8.2% | 0.4%
O=c1[nH]c(-c2ccccn2)nc2ccccc12 | -5.8% | -6.5%
CCN(CC)C(=O)Cn1cnc2c1c(=O)n(C)c(=O)n2C | 4.6% | -4.2%
O=c1[nH]c(SCc2ccccc2Cl)nc2c1CCCC2 | 6.1% | 2.3%
CC(=O)NCCc1c(C)n(Cc2ccccc2)c2ccccc12 | -0.1% | 0.0%
C=C1C2(C(=O)Nc3nccs3)CCC(C2)C1(C)C (configuration not stated) | -0.2% | -10.2%
CCOC(=O)c1sc2ncn(C(C)C(=O)OC)c(=O)c2c1C (configuration not stated) | 4.0% | -14.1%
O=C(Cn1cc(/C=C2/C(=O)NC(=S)N(c3ccccc3)C2=O)c2ccccc21)Nc1ccccc1 | 6.3% | 7.5%
COc1ccccc1N1CCN(/N=C\c2ccncc2)CC1 | -6.9% | 9.8%
CCN1C(=O)CC(C(=O)NC)SC1=Nc1cc(Cl)c(O)c(Cl)c1 (configuration not stated) | -2.5% | -4.4%
O=C(CCN1C(=O)/C(=C/c2ccc(F)cc2)SC1=S)Nc1ccc(F)c(Cl)c1 | 0.0% | 5.5%
O=C1c2ccccc2-c2onc3c(N4CCN(c5ccccc5)CC4)ccc1c23 | -3.4% | 2.5%
O=C(CCC(NC(=O)OCc1ccccc1)C(=O)OCc1ccccc1)NCC(=O)OCc1ccccc1 (configuration not stated) | 4.2% | -2.0%
Cc1cc(Nc2ccc3ccccc3c2)n2ncnc2n1 | 1.2% | -10.8%
O=C(CN1C(=O)c2ccccc2C1=O)Nc1ccccc1Br | -5.5% | 4.5%
O=C(O)c1c[nH]c2cc3c(cc2c1=O)OCCO3 | -0.4% | 3.7%
COC(=O)C(=Cc1cc(Br)c(OCc2ccc([N+](=O)[O-])cc2)c(OC)c1)C(=O)OC | -4.3% | 0.1%
Cn1nnc(NC(=O)CSc2ccc(Cl)cc2)n1 | 3.0% | -7.7%
O=c1c2cc(N3CCOCC3)ccc2[nH]c(=S)n1CCCN1CCCCC1 | 1.5% | -3.1%
Cc1oc2nc(SCCCC(=O)NCCO)nc(N)c2c1C | 4.1% | 5.1%
Cn1nnnc1SCc1csc(Nc2ccccc2)n1 | -6.1% | -6.6%
COc1ccc(/C=C2\SC(=S)N(CCCC(=O)Nc3cccc(C(=O)O)c3)C2=O)cc1 | -0.5% | -0.7%
O=C1OC(c2ccc(Cl)cc2)=C/C1=C\c1ccc(F)cc1 | 0.9% | 6.0%
CCOc1ccc(N/C=C2\CCCCC2=O)c([N+](=O)[O-])c1 | 1.5% | 3.2%
CCOC(=O)c1cc(C#N)c(N)nc1C | 4.7% | -3.4%
CN(C)c1nc2c(c(=O)n(C)c(=O)n2C)n1Cc1ccccc1 | 6.8% | -0.4%
CC1CCN(S(=O)(=O)c2cccc(S(=O)(=O)N3CCOCC3)c2)CC1 | 3.9% | x
O=c1cc(-c2ccccc2)[nH]c2[nH]n(-c3ccccc3)c(=O)c12 | -4.4% | -7.9%
CCOc1ccccc1/C=N/NC(=O)c1cccc(Cl)c1 | 0.0% | -4.8%
COCCCNc1nc2ccccc2nc1NS(=O)(=O)c1cccs1 | 0.9% | 0.3%
Cn1c(=O)cc(SCC(=O)NCCCN2CCN(c3ccc(F)cc3)CC2)c2ccccc21 | 0.9% | -0.7%
c1cnc2ccc(C(c3nnnn3C3CCCCC3)N3CCCCC3)cc2c1 (configuration not stated) | -5.0% | x
New compounds follow:
SMILES | Hsp70 displacement | Rat MKP-3 inhibitors
CCc1nc(SCC(=O)Nc2cc(C)on2)n[nH]1 | 2.9% | -6.7%
CCOC(=O)C1=C(C)N=c2s/c(=C\c3cc(Br)c(O)c(OC)c3)c(=O)n2C1c1ccc(OC)c(OC)c1 (configuration not stated) | -65.7% | -0.2%
O=C(c1ccco1)N(Cc1cc2ccccc2[nH]c1=O)CC1CCCO1 (configuration not stated) | -0.9% | x
COc1ccccc1-c1c(C(F)(F)F)oc2cc(O)ccc2c1=O | -0.6% | 8.2%
COc1ccccc1CN1CCN(Cc2ccncc2)CC1 | -0.5% | 1.4%
CC(NS(=O)(=O)c1ccc2ccccc2c1)c1ccccc1 (configuration not stated) | -0.9% | 2.1%
COc1ccc(C(=O)N/C(=C\c2ccc(-c3cccc([N+](=O)[O-])c3)o2)C(=O)NCCc2ccccc2)cc1 | -0.4% | 4.2%
O=C(Nc1ccc2nn(-c3ccc(F)cc3)nc2c1)c1cc2ccccc2o1 | -3.9% | 6.2%
N=c1c(-c2nc3ccccc3[nH]2)cc(C(=O)c2cccs2)nn1-c1ccc(Cl)cc1 | 8.5% | x
CCCCOC(=O)Nc1ccc(S(=O)(=O)Nc2cc(C)nc(C)n2)cc1 | -0.1% | 4.2%
CCCN(CCC)CCNC(=O)C(NS(=O)(=O)c1ccc2c(c1)CCC(=O)N2)c1ccccc1 (configuration not stated) | -3.1% | 0.3%
CCc1ccccc1NC(=O)CC(O)(C(=O)OC)C(F)(F)F (configuration not stated) | -2.0% | -15.9%
CCOC(=O)Nc1sc2c(c1C(=O)OCC)CCC2 | 8.8% | 4.9%
Cc1c([N+](=O)[O-])c([N+](=O)[O-])nn1CC(=O)Nc1sc2c(c1C#N)CCCC2 | 1.6% | 0.8%
Cc1sc(NC(=O)CN2C(=O)c3ccccc3C2=O)nc1-c1ccccc1 | -0.1% | 2.5%
Cc1ccc(O)c(NC(=O)c2cnn3c(C(F)(F)F)cc(-c4ccco4)nc23)c1 | -1.7% | -5.9%
CCn1c(SCC(=O)Nc2cc(OC)ccc2OC)nnc1C1CCCCC1 | 0.2% | -10.5%
CCOC(=O)Nc1cccc(Cl)c1C | -2.5% | -11.3%
O=C(O)CCCC(=O)Nc1ccccc1Br | -3.7% | -3.0%
CCOc1cc(NC(=O)C2CCCO2)c(OCC)cc1NC(=O)C1CC1 (configuration not stated) | 1.9% | -0.2%
O=C(/C=C/Nc1ccccc1)c1ccccc1 | -5.9%&4.1% | 2.2%
CCCNc1ncccc1C(N)=O | 5.0% | 4.9%
CC1(C)CC(=O)C(C=NCC2CCCO2)=C(O)C1 (configuration not stated) | 9.6% | -4.9%
NS(=O)(=O)c1ccc(NC(=S)NC(=O)c2ccc(Br)cc2)cc1 | -3.7% | 0.3%
COc1ccc(NC(=O)C(c2ccccc2)c2ccccc2)cc1OC | 0.7% | 3.5%
O=C(Nc1ccccc1)Nc1cc(Cl)cc(Cl)c1 | -1.0% | x
CC1(C)CC(=O)C(C2(C3C(=O)CC(C)(C)CC3=O)C(=O)Nc3ccccc32)C(=O)C1 | 2.2% | -1.5%
COCc1cc(C)nc(SCC(=O)NCc2ccco2)c1C#N | -3.5% | 2.1%
O=C(O)c1ccccc1C(=O)NCc1ccc(F)cc1 | -5.1% | -9.4%
C=C1CC2C=C(NC(C)=O)CC(C1)C2 (configuration not stated) | -2.0% | -15.2%
N#Cc1c(-c2cccs2)cc(-c2cccnc2)nc1N | -2.9% | -10.7%
Cc1cc(C)cc(-n2nnnc2SCC(=O)Nc2cccc(NC(=O)c3ccco3)c2)c1 | -1.4% | -2.5%
O=C(CSc1nc(Nc2ccccc2)nc(N2CCOCC2)n1)Nc1ccc([N+](=O)[O-])cc1 | 0.1% | x
COc1ccc(C(=O)Nc2nc3ccc4ccccc4c3s2)c(OC)c1 | 1.2% | 10.6%
CCOC(=O)N1CCC(NC(=O)CSCc2nc(-c3sccc3C)oc2C)CC1 | -0.3% | 1.6%
COc1ccccc1N1C(=O)C2ON(c3ccccc3C)C(c3cccc(Br)c3)C2C1=O (configuration not stated) | 7.1% | 0.1%
O=C(Nc1ccc(Cc2ccc(NC(=O)Nc3ccccc3O)cc2)cc1)Nc1ccccc1O | -1.7% | 0.4%
O=C(NCCOC(=O)C1COc2ccccc2O1)C1COc2ccccc2O1 (configuration not stated) | 1.2% | -7.3%
CCOC(=O)c1[nH]c(C)c(/C(O)=C2\C(=O)C(=O)N(CCN(C)C)C2c2ccco2)c1C (configuration not stated) | 5.1% | -8.4%
Cc1nn(-c2nc3ccccc3s2)c(N)c1-c1ccccc1 | 0.7% | 5.5%
COc1cc(NC(=O)CS(=O)(=O)c2ccccc2)cc(OC)c1OC | 8.8% | -5.8%
Cc1cc(C)c2[nH]c(=O)c(CN(Cc3ccc4c(c3)OCO4)Cc3nnnn3C3CCCC3)cc2c1 | -7.8% | -5.2%
N#Cc1c2n(c3c(=O)n(Cc4ccc(Cl)cc4)cnc13)CCCC2 | 2.5%&-1.2% | 2.0%&3.1%
Cc1cc(NC(=O)CCn2c(=O)sc3ccccc32)no1 | 2.2% | x
COc1ccc(S(=O)(=O)N2CCC(C(=O)N3CCCCCC3)CC2)cc1 | -6.0% | -5.9%
O=C(N=Nc1c(O)[nH]c2ccc([N+](=O)[O-])cc12)c1cccc(Br)c1 | 4.5% | 6.6%
Cc1ccc2[nH]c3c(c2c1)CN(C(=O)CN1CCSCC1)CC3 | 12.6% | -0.8%
Cc1ccc(-c2ccccc2)n1-c1ccc(Cl)c(C(=O)O)c1 | -4.0% | 4.5%
COC(=O)c1c(NC(=O)c2cccc(OC)c2)sc2c1CCCC2 | 4.6% | -0.8%
CCCN1C(=O)C(O)(C2CC(=O)CC(C)(C)O2)c2ccccc21 (configuration not stated) | 4.4% | -11.0%

14 entries from above, with the structure last:
| Hsp70 displacement | Rat MKP-3 inhibitors | mol |
| --- | --- | --- |
| -1.7% | 0.4% | O=C(Nc1ccc(Cc2ccc(NC(=O)Nc3ccccc3O)cc2)cc1)Nc1ccccc1O |
| 1.2% | -7.3% | O=C(NCCOC(=O)C1COc2ccccc2O1)C1COc2ccccc2O1 (configuration not stated) |
| 5.1% | -8.4% | CCOC(=O)c1[nH]c(C)c(/C(O)=C2\C(=O)C(=O)N(CCN(C)C)C2c2ccco2)c1C (configuration not stated) |
| 0.7% | 5.5% | Cc1nn(-c2nc3ccccc3s2)c(N)c1-c1ccccc1 |
| 8.8% | -5.8% | COc1cc(NC(=O)CS(=O)(=O)c2ccccc2)cc(OC)c1OC |
| -7.8% | -5.2% | Cc1cc(C)c2[nH]c(=O)c(CN(Cc3ccc4c(c3)OCO4)Cc3nnnn3C3CCCC3)cc2c1 |
| 2.5%&-1.2% | 2.0%&3.1% | N#Cc1c2n(c3c(=O)n(Cc4ccc(Cl)cc4)cnc13)CCCC2 |
| 2.2% | x | Cc1cc(NC(=O)CCn2c(=O)sc3ccccc32)no1 |
| -6.0% | -5.9% | COc1ccc(S(=O)(=O)N2CCC(C(=O)N3CCCCCC3)CC2)cc1 |
| 4.5% | 6.6% | O=C(N=Nc1c(O)[nH]c2ccc([N+](=O)[O-])cc12)c1cccc(Br)c1 |
| 12.6% | -0.8% | Cc1ccc2[nH]c3c(c2c1)CN(C(=O)CN1CCSCC1)CC3 |
| -4.0% | 4.5% | Cc1ccc(-c2ccccc2)n1-c1ccc(Cl)c(C(=O)O)c1 |
| 4.6% | -0.8% | COC(=O)c1c(NC(=O)c2cccc(OC)c2)sc2c1CCCC2 |
| 4.4% | -11.0% | CCCN1C(=O)C(O)(C2CC(=O)CC(C)(C)O2)c2ccccc21 (configuration not stated) |

(continued)
SMILES | Hsp70 displacement | Rat MKP-3 inhibitors
O=C(CNCC1CCCO1)N1CCCc2ccccc21 (configuration not stated) | 3.1% | 0.4%
O=C(O)CN1C(=O)C2C3C=CC(C3)C2C1=O (configuration not stated) | 2.9% | -5.1%
O=C(Nc1ccccc1-c1nnn(CC(=O)N2CCN(c3ccccc3)CC2)n1)c1cccs1 | 2.2% | -4.4%
COc1ccc(CNC(=O)C2CC(c3cccc(OC)c3)=NO2)cc1 (configuration not stated) | 7.9% | -6.3%
COC(=O)C(=O)Nc1nnc(COc2ccccc2)s1 | -5.4% | x
CCOC(=O)c1cccc(NC(=O)CSc2nc3cccnc3n2C)c1 | 6.8% | 1.8%

Bioassay records from PubChem.
